Assay outcomes: PubChem BioAssay, National Center for Advancing Translational Sciences (NCATS)
Giardia kill: Giardia lamblia killing. AID 540267. activity change, % at 7.66 µM, hits read low. actives 0.15% (n = 340,000). Giardia lamblia trophozoite viability; in the data active = activity change below about -80%; inconclusive = between about -30% and that limit;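 also: parasites exposed to compound for two days anaerobically before the ATP read; % is scaled to controls: 0 for no effect and ±100 for the full control effect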
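Viability, read as ATP luminescence: trophozoites at 100 cells/well, compound added, 48 hrs anaerobic at 37 deg C, then 15-30 min room-temperature development before reading.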
RORg inh: blocks mouse ROR gamma transcriptional activity; Drosophila S2 Gal4-RORgamma UAS-luciferase reporter, 20 h; Potency, µM (series often up to 53.6 µM), for inactives: at the highest dose activity change, negative = inhibition, usual class: inhibitors; actives 5.4% (n = 310,000); also: potency is read from the fitted curve at half-maximal effect; % is scaled to controls: 0 for no effect and ±100 for the full control effect; nearly all actives have a fitted effect of over 60% in size
Target sequence (P51450 whole entry, looked up, the tested form may be a part): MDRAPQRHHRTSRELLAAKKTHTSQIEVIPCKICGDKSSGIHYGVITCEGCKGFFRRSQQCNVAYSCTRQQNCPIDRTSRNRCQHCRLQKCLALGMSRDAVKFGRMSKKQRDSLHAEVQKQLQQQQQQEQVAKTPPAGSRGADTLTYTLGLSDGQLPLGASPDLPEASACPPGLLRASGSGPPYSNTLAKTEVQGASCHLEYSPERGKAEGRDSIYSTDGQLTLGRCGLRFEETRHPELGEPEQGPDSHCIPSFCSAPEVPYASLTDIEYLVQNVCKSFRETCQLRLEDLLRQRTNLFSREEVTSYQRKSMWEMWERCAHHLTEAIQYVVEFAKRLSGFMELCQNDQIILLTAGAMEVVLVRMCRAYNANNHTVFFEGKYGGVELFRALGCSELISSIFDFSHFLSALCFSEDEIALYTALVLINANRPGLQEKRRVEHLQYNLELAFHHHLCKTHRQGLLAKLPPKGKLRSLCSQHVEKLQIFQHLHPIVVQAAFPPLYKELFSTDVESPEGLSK
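Read-out: Photinus luciferase luminescence; inhibitors lower reporter signal. Insect Schneider cells with Gal4-ROR gamma fusion under metallothionein promoter, UAS reporter; 700 uM final copper sulfate induction, 20 hr, ambient temperature.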
Rab9 promoter act: activators of Rab9 promoter | Huh7 Rab9 promoter-luciferase reporter, luminescence, 24 h | AID 485297 | actives 2.8% (n = 320,000) | Potency, µM (doses to about 9.22 µM), without a hit: at the highest dose activation, negative = inhibition, actives largely listed as activators; also: potency is read from the fitted curve at half-maximal effect; % of control where 0% means no effect; nearly all actives have a fitted effect of over 60% in size
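Measured in stably transfected Huh7 cells bearing a Rab9 promoter–luciferase construct: 24 h compound treatment at 37 °C, followed by luminescence detection.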
FLuc modulator: counter-screen for miR-21 project: firefly luciferase inhibitors or activators; actives 6.9% (n = 360,000); Potency, µM (doses to about 57.5 µM), inactives show top-dose activity change, negative = inhibition, usual class: inhibitors; purified FLuc, Km substrates, luminescence inhibition; AID 588342; P08659;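 also: potency is read from the fitted curve at half-maximal effect; plate controls were vehicle for no effect and reference inhibitor for full effect; nearly all actives have a fitted effect of over 55% in size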
Target sequence (P08659 whole entry, looked up): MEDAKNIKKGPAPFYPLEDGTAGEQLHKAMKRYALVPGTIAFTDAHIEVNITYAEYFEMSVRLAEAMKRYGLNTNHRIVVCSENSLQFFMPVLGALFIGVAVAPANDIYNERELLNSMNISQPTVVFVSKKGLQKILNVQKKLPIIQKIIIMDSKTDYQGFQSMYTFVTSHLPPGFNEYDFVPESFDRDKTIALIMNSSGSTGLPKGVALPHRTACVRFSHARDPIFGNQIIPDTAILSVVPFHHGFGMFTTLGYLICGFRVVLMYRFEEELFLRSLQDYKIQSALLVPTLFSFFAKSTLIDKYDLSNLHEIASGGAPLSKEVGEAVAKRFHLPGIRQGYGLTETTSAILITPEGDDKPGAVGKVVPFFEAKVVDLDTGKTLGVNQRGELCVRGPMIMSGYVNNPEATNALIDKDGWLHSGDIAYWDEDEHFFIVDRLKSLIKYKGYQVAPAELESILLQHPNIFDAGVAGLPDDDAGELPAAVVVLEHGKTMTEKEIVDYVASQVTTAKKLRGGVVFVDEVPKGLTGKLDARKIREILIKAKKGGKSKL
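Biochemical qHTS of compounds, final roughly 60 µM downward over six points, against 10 nM purified firefly luciferase using Km concentrations of substrates (10 uM D-luciferin, 10 uM ATP) in Tris acetate pH 7.5 buffer; luminescence output.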
KCNH2 3.1 block: KCNH2 3.1 (human) potassium channel inhibition; U2OS KCNH2 3.1, thallium flux FluxOr; active compounds read low; activity change, % (tested at about 1.8 µM); actives 0.95% (n = 340,000); AID 720553;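 active = maximum activity change below -70%; inconclusive = maximum activity change from -70% to -50%; inactive = maximum activity change above -50%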;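 also: thallium influx rate constant from kinetic fluorescence after stimulation buffer; % is scaled to controls: 0 for no effect and ±100 for the full control effect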
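Normalized rate constant (relative to positive and negative DMSO controls) derived from a 2 min kinetic fluorescence read after stimulation; U2OS cells expressing the 3.1 isoform via virus at 1.77 x 10^8 /mL.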
VP16 counter: counter-screen for ROR gamma inhibitors: Gal4-VP16 reporter. Drosophila S2 Gal4-VP16 UAS-luciferase, luminescence, 20 h. Potency, µM (titrated, usually from 53.6 µM), for the others: top-dose activity, negative = inhibition, hits mostly inhibitors. AID 2546. actives 3.5% (n = 310,000);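 also: Gal4-VP16 expression switched on by copper sulfate through the metallothionein promoter; potency is read from the fitted curve at half-maximal effect; % is scaled to controls: 0 for no effect and ±100 for the full control effect; nearly all actives have a fitted effect of over 50% in size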
uPA generation: cell surface uPA generation inhibition | cell surface uPA generation assay, qHTS | Potency, µM (top dose mostly 38.3 µM), without a hit: at the highest dose activity change, negative = inhibition, hits mostly inhibitors | actives 0.31% (n = 330,000) | AID 540303; active = well fitted inhibition curve with a large enough effect; inconclusive = small, poorly fitted or top-dose-only effect; inactive = no such curve, though single readings can be large or run the other way; tested in mouse RAW 264.7 cells; also: potency is read from the fitted curve at half-maximal effect; % is scaled to controls: 0 for no effect and ±100 for the full control effect; nearly all actives have a fitted effect of over 55% in size
NPC1 promoter act: NPC1 promoter activation; AID 485313; actives 2.4% (n = 320,000); Potency, µM (titrated, usually from 9.22 µM), for the others: at the highest dose activation, most hits filed as activators; Huh7 NPC1 promoter luciferase reporter, 24 h;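 also: potency is read from the fitted curve at half-maximal effect; % of control where 0% means no effect; nearly all actives have a fitted effect of over 60% in size; reporter is driven by a mutant NPC1 promoter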
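Cells: Huh7 expressing luciferase under the NPC1 promoter, 1500/well. Seeded 2 h, compound added, incubated 24 h at 37 °C. Luciferase reagent, 10 min ambient, then luminescence.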
Tb PFK inh: inhibitors of T. brucei phosphofructokinase | O15648 | T. brucei PFK, ADP-Glo luminescence | Potency, µM (titrated, usually from 57.5 µM), for the others: at the top dose activity, negative = inhibition, usual class: inhibitors | actives 0.17% (n = 330,000) | AID 485367;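 also: potency is read from the fitted curve at half-maximal effect; 0% = uninhibited 1x PFK enzyme wells and -100% = no-enzyme wells; nearly all actives have a fitted effect of over 60% in size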
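Compounds were pin-transferred as a titration series up to 57 uM into substrate buffer (0.5 mM F6P, 0.1 mM ATP, pH 8.0), then 1.25 nM PFK was added and reactions ran 45 min before ADP-Glo detection.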
ELG1 genotox: induces genotoxicity in HEK293T cells with luciferase-tagged ELG1 | Potency, µM (highest dose often 46 µM), inactives show top-dose activity change, positive = activation, usual class: activators | actives 1.3% (n = 330,000) | HEK293T ELG1-luciferase reporter, luminescence, 16 h | AID 504466; also: potency is read from the fitted curve at half-maximal effect; % of control where 0% means no effect; nearly all actives have a fitted effect of over 60% in size
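ELG1-luciferase HEK293T cells, 2,000/well; compound pinned in; 16 hr, 37 °C, 5% CO2; ONE-Glo, 30 min RT; luminescence on CCD imager.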
Coupling enz: inhibits coupling enzyme system, counter-screen for aldolase hits; coupling enzyme system counterscreen, AmpLite Red fluorescence; AID 2472; activity change, negative = inhibition, % at 58.2 µM, hits read low; actives 0.67% (n = 290,000); in the data active = activity change below about -30%; also: % is scaled to controls: 0 for no effect and ±100 for the full control effect
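Coupling enzymes only (glyceraldehyde-3-phosphate) + compound, at 57.5 uM final, 10 min RT; add substrate/coupling/AmpLite Red mix, 20 min RT; fluorescence ex 525/em 598 nm. Actives flag coupling-system interference.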
* marks the source's active call; other numbers are inactive results; ? = inconclusive; nt = no result given; [ ] = another dose, or the depositor's remark. Unless noted, calls follow the shape of the dose curve; as a rule, active = well fitted curve in the direction sought with a large enough effect; inconclusive = small, poorly fitted or top-dose-only effect, or another doubt; inactive = no such curve, though single readings can be large; an effect the other way counts as inactive or inconclusive.

SMILES	Giardia kill	RORg inh	Rab9 promoter act	FLuc modulator	KCNH2 3.1 block	VP16 counter	uPA generation	NPC1 promoter act	Tb PFK inh	ELG1 genotox	Coupling enz
COc1ccc(N2CCN(C(=O)c3ccc(CNc4c(N5CCOCC5)c(=O)c4=O)cc3)CC2)cc1	2	8%	5%	-2%	1	3%	3%	-1%	0%	6%	1
CCOc1cccc(-c2cc(C(=O)N/N=C/c3ccc(OC)c(CN4CCOCC4)c3)c3ccccc3n2)c1	-10	16µM*	-1%	6µM*	-30	?	-4%	-4%	0%	-8%	0
CCOC(=O)c1c(C)[nH]c(C)c1S(=O)(=O)N1c2ccccc2CC1C (stereo not given)	-14	12%	-3%	-2%	3	-25%	-2%	-1%	1%	0%	-1
COc1cc(C(=O)N(C)Cc2cccc(OC)c2OC)ccc1OCC(=O)Nc1cccc(C(F)(F)F)c1	17	nt	-25%	1%	8	nt	-9%	-16%	0%	-10%	nt
O=C(N1CCN(c2ccccc2)CC1)C12CC3CC(CC(C3)C1)C2	-5	12%	0%	4%	2	7%	-4%	2%	-2%	-9%	6
COc1cc2c(cc1NC(=O)COc1ccc3ccccc3c1)oc1ccccc12	-25	31%	11%	1%	8	-4%	3%	-4%	-2%	8%	-2
Oc1ccc(-c2n[nH]c(=S)n2Cc2ccccc2)cc1	-2	-8%[0.365 µM]	-1%	3%	-9	nt	-3%	-4%	-12%	-3%	6
CCCCCn1c(=O)[nH]c2c(c1=O)CCC2	16	-14%	0%	2%	34	-11%	0%	1%	-5%	8%	-2
COc1cccc(C2=CC(c3cc(OC)ccc3OC)n3nnnc3N2)c1 (stereo not given)	2	7%	-7%	-6%	-5	24%	-14%	-16%	-1%	13%	-3
O=S(=O)(c1ccc(Cl)cc1)N1CCCC(c2nc(-c3ccc(F)cc3)no2)C1 (stereo not given)	8	nt	-9%	1%	-44	nt	8%	-6%	-6%	2%	nt
CCOc1ccc(C(=O)Nc2ccc3[nH]ncc3c2)cc1	?	?	1.4µM*	1.3µM*	17	?	5µM*	1.3µM*	-3%	13%	0
Cc1cn(CCC(=O)Nc2ccccc2N2CCOCC2)c2ccccc12	2	40%	?	?	-4	2%	3%	?	-2%	?	-1
O=C(CN(c1ccccc1)S(=O)(=O)c1ccccc1)N/N=C/c1ccco1	8	23%	-4%	1%	5	7%	-5%	0%	0%	-11%	-1
CCc1nnc(NC(=O)CN2C(=O)c3ccccc3C2=O)s1	-16	-19%	2%	0%	9	-2%	9%	-2%	1%	3%	2
CCC(=O)Nc1ccc2nc3c(=O)[nH]c(=S)[nH]c3nc2c1	-20	-3%	1%	-18%	1	1%	-1%	1%	-19%	0%	-7
O=C(CSc1nc(-c2ccc(F)cc2)nc2c1Cc1ccccc1O2)Nc1ccc(C(=O)O)cc1	12	-6%	1%	?	5	1%	-5%	-2%	?	5%	11
CC1=C(C(=O)OCC2CCCO2)C(c2ccc(C)cc2)C2=C(CC(C)(C)CC2=O)N1 (stereo not given)	-4	31%	?	-5%	-8	1%	-29%	12%	-6%	12%	-1
CCCCCN1C=CC(=C2C(=O)c3ccccc3C2=O)C=C1	-92*	1.1µM*	0.016µM*	0.067µM*	-2	1.3µM*	0.022µM*	0.13µM*	-10%	-13%	2
CCn1ncc(CN2CCCC(C(=O)c3cccc(OC(C)C)c3)C2)c1C (stereo not given)	4	14%	9%	1%	-2	-10%	-3%	-2%	-1%	-4%	0
COc1ccc(OC)c(-c2cc(C(=O)Nc3sc4c(c3C#N)CCC(C)C4)c3ccccc3n2)c1 (stereo not given)	-17	-8%	-6%	-15%	-11	-6%	nt	-2%	-7%	-2%	nt
CC(NC(=O)C(=O)N/N=C\c1cccc([N+](=O)[O-])c1)c1ccccc1 (stereo not given)	2	0%	-8%	1%	-8	8%	-11%	0%	-5%	-3%	0
CSc1ccc(-c2nnn(Cc3ccccn3)n2)cc1	-10	?	2.5µM*	12µM*	12	6%	1%	4µM*	2%	?	-1
Cn1cc(S(=O)(=O)CC(=O)N2CCCc3ccccc32)c2ccccc21	2	?	-8%	4%	-1	-5%	9%	1%	0%	-4%	-12
O=C(Nc1ccc2ccccc2c1)c1ccccc1O	?	?	3.5µM*	0.3µM*	10	?	-5%	4µM*	?	0.23µM*	-4
COc1ccc(CCN(C)C(=O)CCNC(=O)c2ccc(Br)cc2)cc1OC	-4	11%	1%	0%	-4	5%	-6%	-3%	4%	-10%	2
Cc1cccc(NC(=O)CCC(=O)N/N=C/c2ccncc2)c1	-13	22%	-1%	-8%	-5	?	-6%	-2%	1%	3%	2
Cc1ccc(/C=C/C(=O)N2CCN(c3cccc(C(F)(F)F)c3)CC2)cc1	3	?	4%	-12%	12	-11%	6%	0%	-1%	-2%	1
COC(=O)[C@@H](NC(=O)NCc1cccc(OC)c1)C(C)C	9	-17%	11%	5%	-15	-3%	nt	-1%	2%	2%	4
Cn1c(SCc2c(F)cccc2Cl)nc2ccccc2c1=O	-11	nt	-7%	2%	16	nt	3%	-4%	2%	2%	nt
O=S(=O)(c1ccc(F)cc1)N1CCN=C1SCc1cccc(F)c1	-5	1%	2%	6%	-34	-15%	1%	1%	2%	-3%	nt
CCCCc1c(C)nc2cc(-c3ccco3)[nH]n2c1=O	-21	-10%	?	12µM*	-8	-5%	2%	?	0%	?	-1
Cc1ccc2cccc(OCc3ccc(Br)cc3)c2n1	13	?	-8%	-7%	0	-22%	5%	-4%	-5%	-3%	-8
OCCC1CN(Cc2ccc(F)cc2)CCN1CCc1ccccc1 (stereo not given)	13	2%	-4%	2%	-79*	-8%	7%	-1%	0%	1%	2
Cc1cc(C)c(OCC(=O)N/N=C/c2ccco2)c(C)c1	2	-10%	2%	5%	1	-3%	0%	0%	1%	0%	-2
CCOC(=O)c1[nH]c2ccc(C)cc2c1N=C(C)N(C)C	6	35%[0.365 µM]	2%	1%	3	nt	-1%	-4%	-2%	23%	1
O=C(NC1=NCCS1)C12CC3CC(C1)CC(C(=O)NC1=NCCS1)(C3)C2	-23	-34%	-5%	1%	-3	3%	4%	2%	1%	-23%	1
COC(=O)c1cc(Br)c(=O)n(Cc2ccco2)c1	-7	3%[10 µM]	-9%	7%	3	4%	-1%	-5%	2%	-4%	0
CN(C)C(=O)COc1ccc2ccc(=O)oc2c1	-10	0%	-1%	4%	5	1%	2%	-1%	0%	2%	2
Cc1noc(C)c1S(=O)(=O)N1CCCC(C(=O)N2CCN(C3CCCCC3)CC2)C1 (stereo not given)	26	24%	-8%	0%	-9	-20%	-7%	-1%	-3%	9%	2
Cc1cc2nc(-c3ccc(SCc4ccc(C#N)cc4)nc3)[nH]c2cc1C	1	?	-3%	5.4µM*	0	5%	-16%	-3%	-1%	1%	-1
Cc1[nH]c2ccccc2c1C(=O)CSc1n[nH]c(N)n1	-15	10%	2%	-11%	-3	-3%	3%	-4%	1%	8%	-2
Cn1c(=O)c2c(nc3n2CC(COc2ccccc2)O3)n(C)c1=O (stereo not given)	9	17%	-1%	-4%	12	0%	5%	4%	1%	-4%	1
Cc1ccc(C)c(NS(=O)(=O)c2ccc(OCC(=O)N3CCCC3)cc2)c1	-6	33%	1%	6%	4	-3%	nt	-1%	4%	0%	3
COc1ccc([C@H]2CC(=O)C=C(c3ccc4c5c(cccc35)CC4)C2)cc1	16	nt	-5%	-1%	36	nt	5%	-2%	0%	1%	nt
CCOc1ccc(/C=N/NC(=O)c2nnn(-c3nonc3N)c2CN(C)C2CCCCC2)cc1	-7	-27%	1%	2%	-26	-3%	-9%	-4%	-3%	3%	0
CC(=O)Nc1ccc(/C=N/NC(=S)NC(C)C)cc1	-10	16µM*	-31%[inhibitor]	-4%	12	-17%	-2%	-3%	0%	0%	-1
CCOc1cccc2sc(N(CCCN(C)C)C(=O)c3ccc(S(=O)(=O)N4CCCCCC4)cc3)nc12	-8	-37%	-3%	-2%	-1	-18%	?	1%	-3%	0%	0
COc1cccc(NC(=O)c2ccccc2NS(C)(=O)=O)c1	16	7%	-5%	?	-1	4%	-2%	0%	-2%	-6%	0
CC1CCN(C2=NC(=O)/C(=C/c3cn(-c4ccccc4)nc3-c3cccc(S(=O)(=O)N(C)C)c3)S2)CC1	0	2%	?	2.7µM*	2	-5%	-7%	23%	1%	1%	-1
OC[C@@H]1[C@@H](c2ccccc2)C(c2cccc(Cl)c2)=NN1c1ccccc1	2	36%	nt	nt	5	-27%	-9%	nt	0%	0%	-4
CCN(CC)S(=O)(=O)c1ccc2[nH]c(=O)cc(C(=O)Nc3cccc(C(C)=O)c3)c2c1	-1	-1%	1%	-1%	1	13%	-3%	-3%	2%	-1%	2
